MC4R antag cAMP = antagonists of human melanocortin 4 receptor (MC4R); MC4R-expressing cells, MTII-stimulated cAMP, LANCE TR-FRET; P32245; hit rate 0.48% among 360,000; AID 540295; inhibition, % at 6.5 µM;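 active = inhibition above its plate's cutoff, the mean of tested wells on that plate plus 3 SD, cut at about 29% in these data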;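 note: 0% = Melanotan II alone and 100% = Melanotan II plus saturating MCL0020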
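Material: U2OS-MC4R stable cell line | Reagent: Melanotan II challenge after compound preincubation | Doses: One concentration, 6.5 µM nominal | Incubation: 30-min compound preincubation, 1-h Melanotan II challenge, 1-h detection, room temperature | Signal: TR-FRET cAMP assay | Replicates: One well per compound, no replicates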
NCOA2 inhibitor = inhibits human steroid receptor coactivator 2; AID 651957; inhibition, % at 9 µM; hit rate 0.17% among 370,000; HEK293 GAL4-SRC2 luciferase reporter, luminescence; Q15596;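 active = inhibition above the mean inhibition of all tested compounds plus 3 SD, set per campaign, cut at about 52% in these data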;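 note: 0% = DMSO treated cells and 100% = cells given Gossypol at 36 µM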
Target sequence (Q15596 whole entry, looked up, the tested form may be a part): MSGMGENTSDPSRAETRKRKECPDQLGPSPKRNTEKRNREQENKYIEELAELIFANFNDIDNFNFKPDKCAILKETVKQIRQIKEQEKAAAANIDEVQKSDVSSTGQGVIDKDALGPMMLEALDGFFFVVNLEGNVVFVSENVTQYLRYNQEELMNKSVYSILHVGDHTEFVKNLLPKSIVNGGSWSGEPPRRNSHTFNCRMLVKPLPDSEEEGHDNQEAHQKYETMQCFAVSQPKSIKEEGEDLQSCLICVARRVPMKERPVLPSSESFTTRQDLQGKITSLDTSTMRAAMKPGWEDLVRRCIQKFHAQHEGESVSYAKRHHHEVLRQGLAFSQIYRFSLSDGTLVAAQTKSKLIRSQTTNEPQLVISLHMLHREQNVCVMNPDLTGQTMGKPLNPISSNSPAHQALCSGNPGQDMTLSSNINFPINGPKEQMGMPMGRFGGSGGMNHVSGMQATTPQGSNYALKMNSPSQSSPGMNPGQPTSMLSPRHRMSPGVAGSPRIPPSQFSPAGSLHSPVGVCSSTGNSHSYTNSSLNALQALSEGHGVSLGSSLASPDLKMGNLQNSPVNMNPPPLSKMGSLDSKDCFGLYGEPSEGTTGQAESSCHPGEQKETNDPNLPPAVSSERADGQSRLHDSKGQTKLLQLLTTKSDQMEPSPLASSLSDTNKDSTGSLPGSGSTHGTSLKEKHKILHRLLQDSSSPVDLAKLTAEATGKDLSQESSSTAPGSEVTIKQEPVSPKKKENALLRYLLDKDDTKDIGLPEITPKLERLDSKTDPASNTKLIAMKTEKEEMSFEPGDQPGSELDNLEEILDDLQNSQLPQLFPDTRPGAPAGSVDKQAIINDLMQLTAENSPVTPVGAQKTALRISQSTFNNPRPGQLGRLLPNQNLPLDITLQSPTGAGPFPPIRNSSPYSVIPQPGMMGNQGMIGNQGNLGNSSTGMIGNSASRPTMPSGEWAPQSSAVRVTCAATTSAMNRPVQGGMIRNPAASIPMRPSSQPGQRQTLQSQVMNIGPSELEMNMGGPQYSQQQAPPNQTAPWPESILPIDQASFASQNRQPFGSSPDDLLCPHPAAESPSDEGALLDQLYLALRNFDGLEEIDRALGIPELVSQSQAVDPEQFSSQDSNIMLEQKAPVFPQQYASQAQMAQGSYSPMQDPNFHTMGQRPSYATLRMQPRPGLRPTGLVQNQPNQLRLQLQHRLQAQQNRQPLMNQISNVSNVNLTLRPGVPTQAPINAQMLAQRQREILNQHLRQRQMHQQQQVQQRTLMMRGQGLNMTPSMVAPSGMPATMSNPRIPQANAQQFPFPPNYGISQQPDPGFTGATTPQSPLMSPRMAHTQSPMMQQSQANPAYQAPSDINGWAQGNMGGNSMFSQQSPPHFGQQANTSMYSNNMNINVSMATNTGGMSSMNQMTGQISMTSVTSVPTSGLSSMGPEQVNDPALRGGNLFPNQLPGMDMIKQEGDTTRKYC
TLR9-MyD88 block = blocks human TLR9 binding to MyD88. AID 504734. inhibition, % at 4.98 µM. hit rate 0.21% among 340,000. Q9NR96+Q99836. CHO BLA complementation TLR9-MyD88, CCF4 FRET ratio;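 active = inhibition above the mean over all tested compounds plus 3 SD, cut at about 21% in these data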;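 note: 0% = DMSO only wells and 100% = clavulanate BLA inhibitor control wells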
EBV LMP1 NFkB = reduces LMP1-driven NF-kappaB luciferase signal | hit rate 0.69% among 350,000 | LMP1-induced NF-kappaB luciferase reporter cells, luminescence | inhibition, % at 12.5 µM | AID 504558; in the data active = inhibition above about 41%;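 note: 0% = neutral control wells and 100% = reference inhibitor control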
NCOA3 inh = human NCOA3 inhibition | HEK293 GAL4-SRC3 luciferase reporter, luminescence | hit rate 0.17% among 360,000 | inhibition, % at 3.6 µM;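 active = inhibition above a per-campaign cutoff, the mean of all compounds plus 3 SD, cut at about 60% in these data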;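 note: 0% = DMSO-treated cells and 100% = gossypol-treated cells at 36 µM; higher means less SRC3-driven luciferase light from the GAL4 reporter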
ABHD5 PLIN5 PPI = ABHD5-PLIN5 protein interaction inhibition; Split G. princeps luciferase complementation, luminescence, 4 h; inhibition, % at 4 µM; hit rate 0.78% among 360,000; AID 602281;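 active = inhibition above the mean inhibition across every tested compound plus 3 SD, cut at about 22% in these data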;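 note: 0% = DMSO only wells and the 100% control is not disclosed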
SRC1 inh = human NCOA1 inhibition | Q15788 | HEK293 GAL4-SRC1 luciferase reporter, luminescence | inhibition, % at 3.6 µM | hit rate 0.12% among 360,000;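 active = inhibition above the campaign mean plus 3 SD, with each screening campaign given its own cutoff, cut at about 60% in these data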;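 note: 0% = DMSO treated cells and 100% = gossypol at 36 µM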
NOD2-RIPK2 inh = inhibitors of human NOD2-RIPK2 interaction; CHO BLA complementation NOD2-RIPK2, CCF4 ratio; AID 624267; inhibition, % at 4.98 µM; O43353; hit rate 0.38% among 360,000; in the data active = inhibition above about 21%;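 note: 0% = vehicle only and 100% = reference blocker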
NR2F2 inh = inhibitors of human COUP-TFII (NR2F2); hit rate 0.7% among 370,000; P24468; inhibition, % at 8.6 µM; HEK293T NGFI-A luciferase reporter, luminescence;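 active = inhibition above a per-plate cutoff, mean inhibition of test wells between control levels plus 3 SD, cut at about 38% in these data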;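 note: cells cotransfected with COUP-TFII expression vector driving the NGFI-A reporter; 0% = median of COUP-TF2 test wells and 100% = reporter-only cells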
MC4R barr agon = agonists of human melanocortin 4 receptor (MC4R) beta-arrestin. U2OS MC4R beta-arrestin complementation, luminescence; percent of melanotan II response, DMSO zero. activation, % at 8.9 µM. hit rate 0.98% among 360,000. P32245;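 active = activation above a per-plate cutoff, the mean activation of sample wells on that plate plus 3 SD, cut at about 8% in these data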
LRH-1 inv ag = inverse agonists of human LRH-1 (NR5A2); O00482; HEK293T StAR-luciferase reporter, LRH-1 transfected, 24 h; inhibition, % at 3.6 µM; hit rate 0.13% among 360,000;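 active = inhibition above the mean inhibition of all tested compounds plus 3 SD, cut at about 73% in these data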;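 note: 0% = DMSO wells and 100% = reporter-only cells lacking LRH-1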
Starred values were filed as active, the others as inactive; . = no result given; & = joins results of further samples; ! = not active in a repeat.

EBV LMP1 NFkB	MC4R antag cAMP	NOD2-RIPK2 inh	MC4R barr agon	ABHD5 PLIN5 PPI	LRH-1 inv ag	NR2F2 inh	SMILES	SRC1 inh	NCOA3 inh	NCOA2 inhibitor	TLR9-MyD88 block
-11	12	-4	-1.2	-2	8	5	CC(C)(CSc1ccccn1)NS(=O)(=O)c1ccc(Cl)cc1	6	2	9	1
0	3	-9	0.0	-2	8	10	COc1ccc(CN(CC(=O)NCc2ccc3c(c2)OCO3)C(=O)c2csnn2)cc1	15	-6	-2	-8
0	5	-1	1.4	-3	-5	-2	O=S(=O)(NCc1ccc(F)cc1)c1ccc(Br)cc1Br	-24	9	7	5
-29	5	-12	-0.2	1	-43	-2	Cc1cc2ncn(C(=O)N3CCCCC3)c2cc1C	-26	5	3	-7
5	7	5	0.2	0	1	4	CCOc1ccccc1N(C(=O)CNC(=O)c1ccco1)C(C(=O)NC1CCCC1)c1cccnc1 (stereo not given)	12	-59	19	5
4	19	0	1.4	-7	-14	26	Fc1ccc(-n2c(CN3CCCCC3)n[nH]c2=S)cc1	-20	-6	1	-5
3	1	-9	2.6	5	2	10	Cc1nc(N)c(Br)c(C)c1Br	-6	21	-8	6
-3	-1	3	-1.8	2	-2	11	O=C(CC1(O)C(=O)N(Cc2ccccc2)c2ccccc21)c1ccc2c(c1)OCO2 (stereo not given)	-3	7	7	-3
3	2	2	-2.7	-8	12	4	COc1cccc(/C=C2\SC(=S)N(CCCC(=O)NC3=NCCS3)C2=O)c1	10	11	0	-2
1	-1	10	1.6	-5	-13	7	O=C(Nc1ccc(S(=O)(=O)Nc2ccccc2)cc1)C1COc2ccccc2O1 (stereo not given)	-3	9	13	9
-2	-2	-7	-0.1	5	-3	-14	CCCCNC(=O)NNC(=O)COc1cc(C)cc(C)c1	-12	7	1	6
5	-3	3	-1.4	-9	15	20	CCOC(=O)c1c(C)[nH]c(=S)c(C#N)c1-c1ccccc1	7	18	0	5
4	3	-6	-1.5	6	-31	-13	Cc1cc(C)nc(SCC(=O)c2ccc(F)c(C)c2)n1	-2	-17	-25	-5
-5	6	-6	-0.1	-2	3	-10	CCc1cc(/C(Cc2ccccn2)=N\Nc2ccccc2)c(O)cc1O	-9	2	-24	-2
.	0	-11	-1.7	-3	16	1	CCc1nc2ccc(C(=O)Nc3cccc(NS(C)(=O)=O)c3)cn2c1N(C)Cc1nccn1C	5	-9	-27	.
2	8	-1	-2.8	0	-3	6	COc1cccc(NC(=O)COC(=O)COc2ccccc2[N+](=O)[O-])c1	-1	10	-12	1
4	-2	7	-4.5	-2	-1	16	CSc1nc(N(C)C)c2ccccc2n1	17	8	-15	1
1	11	-8	-0.9	-2	9	-17	Cc1c(Nc2nc(C(F)(F)F)nc3ccccc23)c(=O)n(-c2ccccc2)n1C	13	12	-10	-3
1	1	-8	-2.7	-2	-3	9	COc1ccc(C)cc1-n1c(-c2ccncc2)n[nH]c1=S	0	1	-5	5
13	9	-3	2.1	-10	-35	5	Cc1c(NC(=O)CSc2ccc(Cl)cc2)cccc1-c1nc2ncccc2o1	-17	10	-3	3
7	7	-9	-1.4	0	0	-6	COc1ccccc1-c1cc(C(=O)N/N=C/c2sccc2C)c2ccccc2n1	3	11	-6	3
0	-2	-11	3.6	8	17	4	CCCCn1c(N)c(N(CC(C)C)C(=O)CC2CCCCC2)c(=O)[nH]c1=O	3	21	8	-2
2	1	-6	-1.6	-8	6	2	CCCCC(=O)OCC(=O)c1[nH]c(C)c(C(=O)OCC)c1C	-28	-25	5	3
6	13	-6	-1.3	0	4	20	S=c1[nH]nc(-c2cccc(Cl)c2)n1CCN1CCCCC1	-21	12	2	-2
-3	12	-6	2.4	-4	-13	8	NNC(=O)COc1ccc2oc3c(c2c1)CCCC3	10	-8	-2	-4
-6&7&-10	3&10&17	-19&-2&-18	0.0&-1.2&-0.1	57*!	7&14&6	-16&0&-6	Cc1nc2c(o1)CCc1ccccc1C2N1CCN(C)CC1 (stereo not given)	1&19&12	-15&-20&9	-13&5&-29	-4&5&-5
7	6	5	-2.0	-8	2	-12	Cc1ccc(Cl)c(OCC(=O)N(C)CC(=O)Nc2ccc(N3CCOCC3)cc2)c1	3	13	6	-4
1	-3	-7	-1.2	6	-8	4	Cc1cc2cc(C#N)c(N3CCN(S(C)(=O)=O)CC3)nc2cc1C	0	20	4	-12
-1	16	5	-1.5	3	-6	3	CS(=O)(=O)N1CCC(C(=O)N2CCN(c3ccccc3)CC2)CC1	2	12	-1	.
8	3	-1	-1.9	-5	6	3	O=C(O)/C=C/C(=O)NNC(=O)c1ccccc1Br	-8	-8	-15	6
-24	-3	-4	-1.7	8	-88	-25	O=C(Nc1cnc2ccccc2c1)c1cccc(-n2cnnn2)c1	-65	-84	-44	0
19	5	-3	-1.3	1	-94	6	O=C(COc1ccc2c(c1)OCO2)Nc1nccs1	-80	-85	-23	-7

A second format for some results above:
Molecule	EBV LMP1 NFkB	MC4R antag cAMP	NOD2-RIPK2 inh	MC4R barr agon	ABHD5 PLIN5 PPI	LRH-1 inv ag	NR2F2 inh	SRC1 inh	NCOA3 inh	NCOA2 inhibitor	TLR9-MyD88 block
COc1ccc(C)cc1-n1c(-c2ccncc2)n[nH]c1=S	1	1	-8	-2.7	-2	-3	9	0	1	-5	5
Cc1c(NC(=O)CSc2ccc(Cl)cc2)cccc1-c1nc2ncccc2o1	13	9	-3	2.1	-10	-35	5	-17	10	-3	3
COc1ccccc1-c1cc(C(=O)N/N=C/c2sccc2C)c2ccccc2n1	7	7	-9	-1.4	0	0	-6	3	11	-6	3
CCCCn1c(N)c(N(CC(C)C)C(=O)CC2CCCCC2)c(=O)[nH]c1=O	0	-2	-11	3.6	8	17	4	3	21	8	-2
CCCCC(=O)OCC(=O)c1[nH]c(C)c(C(=O)OCC)c1C	2	1	-6	-1.6	-8	6	2	-28	-25	5	3
S=c1[nH]nc(-c2cccc(Cl)c2)n1CCN1CCCCC1	6	13	-6	-1.3	0	4	20	-21	12	2	-2
NNC(=O)COc1ccc2oc3c(c2c1)CCCC3	-3	12	-6	2.4	-4	-13	8	10	-8	-2	-4
Cc1nc2c(o1)CCc1ccccc1C2N1CCN(C)CC1 (stereo not given)	-6&7&-10	3&10&17	-19&-2&-18	0.0&-1.2&-0.1	57*!	7&14&6	-16&0&-6	1&19&12	-15&-20&9	-13&5&-29	-4&5&-5
Cc1ccc(Cl)c(OCC(=O)N(C)CC(=O)Nc2ccc(N3CCOCC3)cc2)c1	7	6	5	-2.0	-8	2	-12	3	13	6	-4
Cc1cc2cc(C#N)c(N3CCN(S(C)(=O)=O)CC3)nc2cc1C	1	-3	-7	-1.2	6	-8	4	0	20	4	-12
CS(=O)(=O)N1CCC(C(=O)N2CCN(c3ccccc3)CC2)CC1	-1	16	5	-1.5	3	-6	3	2	12	-1	.
O=C(O)/C=C/C(=O)NNC(=O)c1ccccc1Br	8	3	-1	-1.9	-5	6	3	-8	-8	-15	6
O=C(Nc1cnc2ccccc2c1)c1cccc(-n2cnnn2)c1	-24	-3	-4	-1.7	8	-88	-25	-65	-84	-44	0
O=C(COc1ccc2c(c1)OCO2)Nc1nccs1	19	5	-3	-1.3	1	-94	6	-80	-85	-23	-7

Further compounds follow:
EBV LMP1 NFkB	MC4R antag cAMP	NOD2-RIPK2 inh	MC4R barr agon	ABHD5 PLIN5 PPI	LRH-1 inv ag	NR2F2 inh	SMILES	SRC1 inh	NCOA3 inh	NCOA2 inhibitor	TLR9-MyD88 block
-9	17	-6	-2.0	-5	8	16	CC1CCCCC1NC(=O)COc1ccccc1C#N (stereo not given)	-21	-15	-35	-2
3	10	-13	-0.8	-5	21	-2	C=CCn1c(NCc2ccco2)nc2ccccc21	-16	-16	7	-4
-2	1	-7	-0.8	-1	-15	9	COc1ccc(CNC(=O)C2C3C=CC4(CN(Cc5cccnc5)C(=O)C24)O3)cc1 (stereo not given)	-1	12	0	7
-6	-2	-5	1.5	5	-20	14	COc1ccccc1CO/N=C/NC(=O)c1c(OC)ccnc1Oc1ccc(F)cc1	8	9	15	4
3	-13	-13	-2.3	31*	-4	-11	O=C(Cn1cc(COc2c(F)c(F)cc(F)c2F)nn1)c1ccc(O)cc1	-5	-11	8	3
10	21	0	-1.5	1	3	11	Cc1ccc(C(=O)N/C(=C\c2cccs2)C(=O)NCC2CCCO2)cc1C (stereo not given)	-3	5	4	2
4	-1	3	-2.6	-2	-18	17	CC(=O)N1CCc2cc(S(=O)(=O)NCCCOC(C)C)ccc21	-16	-3	-9	-6
-7	6	0	-0.7	-8	16	-28	CC(Sc1ccccn1)C(=O)Nc1ccc2c(c1)OCCO2 (stereo not given)	-39	-22	-17	-5
-2	8	-1	-0.6	-7	-9	-11	COc1ccccc1N1CCN(S(=O)(=O)CCNC(=O)C(C)Oc2ccccc2)CC1 (stereo not given)	-7	-1	-22	-13
11	4	-4	-2.4	1	8	-3	COc1ccc(/C=C(/NC(=O)c2ccco2)C(=O)N2CCCC2=O)cc1	8	13	1	3
.	.	3	.	-4	11	4	Fc1cccc(Cc2c(C3CCCCC3)nc3ccc(Br)cn23)c1	-7	24	1	.
3	6	-11	0.4	3	13	1	COC(=O)c1nnc(-c2ccccc2)nc1OC	10	24	4	-16
-6	8	6	-1.5	1	-65	-8	CCc1cccc(NC(=O)c2sc3nc4n(c(=O)c3c2C)CCC4)c1	-31	-69	-39	2
-4	20	8	-0.6	0	-13	-16	O=C1CC(c2ccco2)CC(O)=C1C=Nc1ccccc1-c1ccccc1 (stereo not given)	3	9	-23	0
-15	3	-6	-0.9	0	-93	-3	O=C(Cc1noc2ccccc12)Nc1ccccn1	-38	-54	-11	-14
0	4	-5	-0.1	4	19	-30	Cc1ccccc1OCC(=O)OCC(=O)NCc1ccccc1	-1	6	22	-4
-6	5	-3	0.2	3	-15	-1	CC(C)(C)c1ccc(C(=O)NCC(=O)OCC(=O)Nc2nc(-c3ccc(F)cc3)cs2)cc1	-30	-4	-28	0
-10	-14	-2	2.7	10	6	-7	CC(=O)Nc1c([N+](=O)[O-])cc2[nH]c(=O)[nH]c2c1[N+](=O)[O-]	1	21	14	-4
-7	7	7	-1.1	-1	13	-13	CN1CCN(C(=O)c2cc3cc(F)ccc3[nH]2)CC1	6	-15	-8	-4
11	-3	10	-0.2	-5	0	-2	C[C@@H]1[C@H]2[C@@H]3CC[C@@H](C3)[C@H]2CN[C@H]1c1cn(Cc2ccccc2)c2ccccc12	2	-10	-26	-7
-7	-1	0	3.0	5	11	4	Cn1c(Cc2ccccc2)[n+](C)c2ccccc21	-46	4	6	-2

Source: PubChem BioAssay

These rows are one share of the data; count on the stated rates, not on these rows.
